# Source: PubChem (National Center for Advancing Translational Sciences (NCATS))
# 12-LOX inh – Primary qHTS assay for inhibitors of human arachidonate 12S-lipoxygenase (ALOX12): Round 2 | purified 12hLO, xylenol orange hydroperoxide absorbance | Potency, µM (top dose mostly 108 µM), without a hit: top-dose activity change, negative = inhibition, most hits filed as inhibitors | 580,000 compounds, 1.1% hits; note: potency is the fitted concentration of half-maximal effect; % is set by controls: 0 for no effect and ±100 for the full control effect
#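 Purified human 12hLO at 150 nM in 25 mM Hepes, 0.01% Triton X-100, pH 7.0, preincubated 15 min at room temperature with compound. Reaction started with 40 uM arachidonic acid, 30 min at room temperature. Hydroperoxide measured by Fe-xylenol orange, 573/405 nm absorbance ratio.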
# RGS4 inh – Inhibitors of Regulator of G Protein Signaling (RGS) 4: qHTS; Regulator of G-protein signaling 4 (Homo sapiens), P49798; Transcreener GDP fluorescence polarization, RGS4-accelerated GTP hydrolysis; Potency, µM (highest dose often 114 µM), without a hit: top-dose activity change, negative = inhibition, most hits filed as inhibitors; 390,000 compounds, 0.039% hits; note: potency is the fitted concentration of half-maximal effect; % is set by controls: 0 for no effect and ±100 for the full control effect; nearly all actives have a fitted effect of over 75% in size; some results filed as inactive show a strong effect at the top dose
#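 MLSMR compounds (23 nl, pin-transferred) preincubated 10 min at room temperature with a 500nM (2x) first reagent, then RGS4 at 900nM (2x) plus Transcreener GDP mix added; fluorescence polarization (620/688 nm) read before and after 90 min at 30 °C.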
# G9a block – qHTS Assay for Inhibitors of Histone Lysine Methyltransferase G9a | Histone-lysine N-methyltransferase EHMT2 (Homo sapiens), Q96KQ7 | G9a H3K9 monomethylation, AlphaScreen, 2 h | Potency, µM (titrated, usually from 102 µM), inactives show at the highest dose activity, negative = inhibition, usual class: inhibitors | 350,000 compounds, 8.8% hits | AID 504332, 2011; note: potency is the fitted concentration of half-maximal effect; % is set by controls: 0 for no effect and ±100 for the full control effect; nearly all actives have a fitted effect of over 75% in size
#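 G9a (20 nM) was preincubated 15 min with compound, then reacted 2 h at room temperature with 500 nM biotin-H3K9 peptide and 20 µM SAM. Monomethyl-H3K9 detected by AlphaScreen using anti-H3K9me1 antibody.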
# JMJD2A Tudor – qHTS Assay for Inhibitors of JMJD2A-Tudor Domain. Lysine-specific demethylase 4A (Homo sapiens), O75164. AlphaScreen JMJD2A-Tudor / H3K4me3 peptide binding. Potency, µM (doses to about 114 µM), for the others: at the highest dose activity change, negative = inhibition, actives largely listed as inhibitors. 390,000 compounds, 4.4% hits. AID 504339, 2011; note: potency is the fitted concentration of half-maximal effect; % is set by controls: 0 for no effect and ±100 for the full control effect; nearly all actives have a fitted effect of over 50% in size
# PI4K2A inh – qHTS for small molecular inhibitors of PI4K2A; purified PI4K2A, ADP-Glo luminescence, 1 h; active compounds read low; activity change, negative = inhibition, % at 76.9 µM; Phosphatidylinositol 4-kinase type 2-alpha (Homo sapiens), Q9BTU6; 420,000 compounds, 0.13% hits; AID 1346378, 2018; in the data active = activity change below about -50%; inconclusive = mostly about -30% to -49%;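 note: -100% = wells without enzyme as full effect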
# Target sequence (Q9BTU6 whole entry, looked up): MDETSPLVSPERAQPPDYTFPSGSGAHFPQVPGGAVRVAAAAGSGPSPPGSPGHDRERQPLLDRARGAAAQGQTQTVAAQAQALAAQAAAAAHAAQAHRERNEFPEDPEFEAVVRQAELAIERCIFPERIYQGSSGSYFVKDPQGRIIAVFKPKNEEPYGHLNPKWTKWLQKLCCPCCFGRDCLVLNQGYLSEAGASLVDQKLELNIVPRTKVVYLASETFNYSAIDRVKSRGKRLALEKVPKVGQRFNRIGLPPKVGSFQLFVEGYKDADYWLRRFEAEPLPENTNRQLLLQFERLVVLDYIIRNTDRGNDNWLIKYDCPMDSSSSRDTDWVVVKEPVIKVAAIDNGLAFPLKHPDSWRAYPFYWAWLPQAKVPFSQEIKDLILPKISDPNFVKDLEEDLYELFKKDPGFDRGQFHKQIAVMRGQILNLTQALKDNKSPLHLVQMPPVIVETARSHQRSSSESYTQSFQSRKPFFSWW
#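 In this quantitative HTS, ADP production by PI4K2A was quantified luminescently after 1 h at ambient temperature; 100 microM adenosine served as plate-quality control.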
# GLS inhibitor – qHTS for Inhibitors of Glutaminase (GLS); GLS enzymatic activity, qHTS titration; 410,000 compounds, 0.21% hits; Glutaminase kidney isoform, mitochondrial (Homo sapiens), O94925; AID 624170, 2012; Potency, µM (titrated, usually from 45.5 µM), inactives show at the top dose activity change, negative = inhibition, actives largely listed as inhibitors; note: potency is the fitted concentration of half-maximal effect; % is set by controls: 0 for no effect and ±100 for the full control effect
#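 hKGA; 45 mM KH2PO4 pH 8.2 + 0.02% Tween-20; cpd via pin tool; 1 mM Gln soln; GluOx/HRP/Amplex Red; RT 30 min; fluor. t0 & final.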
# BAZ2B block – qHTS Assay for Inhibitors of BAZ2B | AlphaScreen BAZ2B-H3K14Ac peptide displacement | 360,000 compounds, 4.4% hits | Bromodomain adjacent to zinc finger domain protein 2B (Homo sapiens), Q9UIF8 | AID 504333, 2011 | Potency, µM (titrated, usually from 114 µM), inactives show top-dose activity change, negative = inhibition, actives largely listed as inhibitors; note: potency is the fitted concentration of half-maximal effect; % is set by controls: 0 for no effect and ±100 for the full control effect; nearly all actives have a fitted effect of over 60% in size
#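 Compounds, titrated to a top concentration of 110 uM, were incubated 30 min at room temperature with preformed BAZ2B/acetyl-K14 H3 peptide complex (50 nM each). Proximity signal was measured by AlphaScreen after 20 min with beads.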
# ERG Ets-DNA blk – qHTS for Small Molecule Inhibitors of the ERG Ets/DNA interaction; 370,000 compounds, 0.028% hits; Transcriptional regulator ERG (Homo sapiens), P11308; Potency, µM (top dose mostly 76.9 µM), without a hit: top-dose FP activity, negative = inhibition, actives largely listed as inhibitors; AID 624246, 2012; fluorescence polarization, His-ERG Ets domain / labelled DNA; active = well fitted inhibition curve with a large enough effect in the polarisation, with a control signal flat; inconclusive = small, poorly fitted or top-dose-only effect, or effect the other way, or a change in a side signal; inactive = no such curve, though single readings can be large or run the other way; the % refers to the polarisation;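 note: polarization taken with two DNA probes labelled with fluorescein and Texas red; potency is the fitted concentration of half-maximal effect; % of control where 0% means no effect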
# Target sequence (P11308 whole entry, looked up, the tested form may be a part): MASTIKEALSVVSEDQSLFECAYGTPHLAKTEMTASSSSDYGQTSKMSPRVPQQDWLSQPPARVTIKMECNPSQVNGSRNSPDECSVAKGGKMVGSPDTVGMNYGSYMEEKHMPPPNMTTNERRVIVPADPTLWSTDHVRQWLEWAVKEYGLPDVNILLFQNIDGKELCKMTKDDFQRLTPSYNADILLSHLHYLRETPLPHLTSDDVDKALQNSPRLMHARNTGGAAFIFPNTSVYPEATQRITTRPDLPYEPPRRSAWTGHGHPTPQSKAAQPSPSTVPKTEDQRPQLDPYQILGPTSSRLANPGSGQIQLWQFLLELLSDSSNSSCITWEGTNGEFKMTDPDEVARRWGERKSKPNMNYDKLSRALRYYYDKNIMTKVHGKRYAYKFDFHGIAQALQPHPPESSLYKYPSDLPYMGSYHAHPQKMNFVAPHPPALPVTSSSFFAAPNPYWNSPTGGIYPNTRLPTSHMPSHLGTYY
#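 His-tagged ERG Ets domain (1 uM in the protein solution; 300mM KCl, 50mM Tris-HCl, 1mM EDTA, 1mM DTT, pH 7.5) received compound, then a probe mix of 5 nM fluorescein-DNA and 100nM Texas-615-DNA. Fluorescence polarization was read for both dyes.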
# HP1b chromo inh – HTS for Inhibitors of HP1-beta Chromodomain Interactions with Methylated Histone Tails; AlphaScreen HP1-beta / biotin-H3K9me3 peptide binding; 390,000 compounds, 0.56% hits; Potency, µM (highest dose often 114 µM), inactives show at the top dose activity change, negative = inhibition, usual class: inhibitors; note: potency is the fitted concentration of half-maximal effect; nearly all actives have a fitted effect of over 70% in size; inactives centre near 23
#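 Compound inhibition of the preformed complex between 50 nM HP1-beta and 50 nM biotinylated H3K9me3 peptide was read by AlphaScreen. Buffer was PBS pH 7.4 with 0.01% Tween-20. Incubations ran 30 min at room temperature, with 10 ug/mL donor/acceptor beads.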
# * = called active by the depositor; u = inconclusive; x = not tested or not shown; & = joins results of further samples; [ ] = another dose, or the depositor's remark. Unless noted, calls come from the whole dose curve; as a rule, active = well fitted curve in the direction sought with a large enough effect; inconclusive = small, poorly fitted or top-dose-only effect, or another doubt; inactive = no such curve, though single readings can be large; an effect the other way counts as inactive or inconclusive. Not all compounds are listed. The share of hits here may be higher or lower than overall.
SMILES,12-LOX inh,RGS4 inh,G9a block,JMJD2A Tudor,PI4K2A inh,GLS inhibitor,BAZ2B block,ERG Ets-DNA blk,HP1b chromo inh
Cc1nc2ccc(C(=O)O)cc2[nH]1,-9%,18%,71µM*,-31%,-6,-3%,-12%,-5%,17%
CCN1CCN(Cc2c(O)ccc3c(C)c(-c4ccc(OC)cc4)c(=O)oc23)CC1,-1%,14%,52%[activator][59 µM],-16%,0,5%,18%,7%,22%[57 µM]
Cc1ccc(S(=O)(=O)NCCC(=O)OCC(=O)N2CCCC2=O)cc1,-8%,-1%,5%[0.501 µM],-10%,-3,0%,-9%,2%,11%
O=C(CNC(=O)C(c1ccccc1)c1ccccc1)N/N=C\c1ccc(C(=O)O)cc1,11%,8%,28%,-10%,8,18%,-15%[57.1 µM],1%,9%[57 µM]
CC(=O)Nc1ccc(S(=O)(=O)NC2=NCN(C)CN2)cc1,-3%,-32%,-3%,-6%,-2,0%,-1%,-6%,39%
Cc1ccc2c(CC(=O)Nc3cccc(S(=O)(=O)N4CCOCC4)c3)coc2c1,-19%,2%,-24%,-32%,-1,1%,-27%,12%,5%
Oc1cccc(Nc2ncnc3c2oc2ccccc23)c1,u,0%,50µM*,-27%,-2,3%,u,-3%,22%
NC(=O)NOCc1ccc(F)cc1Cl,-9%,-6%,8%,-8%,10,0%,2%,7%,46%[activator]
CCOC(=O)N1C(=O)c2cc(OC)ccc2S1(=O)=O,u,-30%,15%[0.501 µM],-23%,1,26%,-15%,0%,15%
COc1ccc(CN2CC(C(=O)NCCc3ccccc3)CC2=O)cc1 (stereo unspecified),-1%,-4%,-13%[59 µM],-3%,-1,-1%,12%,0%,12%
COc1ccccc1OCC(=O)N(Cc1ccc(N(C)C)cc1)CC1CCCO1 (stereo unspecified),-8%,-13%,u,u,-5,28%,u,0%,9%
COc1ccc(/C=C/C(=O)NNC(=O)c2ccncc2)c(OC)c1,170%[activator],8%,26%[12.7 µM],-12%,-4,26%,-24%,-6%,36%[activator]
CCN(Cc1ccccc1)C(=O)Cn1cc(S(=O)(=O)NC)c(S(=O)(=O)NC)c1,8%,14%,-5%,-16%,0,-1%,9%,-4%,16%
Cc1ccc(-n2c(Cc3ccccc3)n[nH]c2=S)cc1,u,-18%,2.2µM*,7.1µM*,5,-15%,-23%,3%,-5%
COc1ccccc1NC(=O)COC(=O)c1ccccn1,0%,4%,17%,-11%,2,0%,3%,2%,1%
O=C(/C=C/Nc1ccccc1F)c1ccc(Br)cc1,u,9%,17%[59 µM],-5%,-2,9%,7%,1%,11%
COc1ccc(OC)c(S(=O)(=O)Nc2cc(Cl)cc(Cl)c2)c1,-5%,-22%,24%[59 µM],-7%,0,-3%,0%,-6%,21%
C#CC(C)(C)NS(=O)(=O)c1cc(-c2nnc(Nc3ccc(C)cc3)c3ccccc23)ccc1C,-18%,-7%,7%[59 µM],-7%,-5,16%,-3%,-3%,35%
CCOc1ccccc1NC(=O)C(Sc1ccccc1)c1ccccc1 (stereo unspecified),23%,-28%[11.4 µM],74%[activator][59 µM],-7%[11.4 µM],3,6%,39%[activator],0%,48%
CCc1ccc(C(=O)OCC(=O)N2CCCCCC2)cc1,58%,23%,10%[59 µM],-6%,0,1%,1%,12%,35%
Cc1ccc(CNC(=O)Cn2c(=O)ccc3cc(S(=O)(=O)N4CCC(C)CC4)ccc32)cc1,-24%,24%,u,-2%,3,-9%,-24%,0%,3%[57 µM]
COc1ccc(S(=O)(=O)N2CCN(C(=O)Nc3ccccc3OC)CC2)cc1,0%,21%,x,-1%,-1,3%,-7%,4%,27%
Cc1ccc(C2C(C#N)=C3N=C(N)c4ccccc4N3C3=C2C(=O)CCC3)cc1 (stereo unspecified),-25%,-14%,u,u,2,14%,50µM*,19%,6%
CCn1c(SCc2nc3ccccc3c(=O)[nH]2)nnc1C(C)NC(=O)c1ccccc1 (stereo unspecified),-42%,-1%,31%,-12%,-2,-1%,6%,2%,33%
CN(c1ccccc1)S(=O)(=O)c1cccc(NC(=O)Cn2cnc3ccccc3c2=O)c1,0%,-9%,u,-10%,8,-2%,-9%,-2%,6%
# Carrying on:
SMILES,12-LOX inh,RGS4 inh,G9a block,JMJD2A Tudor,PI4K2A inh,GLS inhibitor,BAZ2B block,ERG Ets-DNA blk,HP1b chromo inh
CS(=O)(=O)c1ccc2nc(NC(=O)c3ccc(N4C(=O)CCC4=O)cc3)sc2c1,x,-1%,29%,-19%,-4,6%,1%,2%,43%[activator]
CN1CCN(C(=O)c2cc3nc(-c4ccc(F)cc4)cc(C(F)(F)F)n3n2)CC1,5%,12%,15%[59 µM],3%,-4,2%,15%,-10%,34%
O=C(Nc1ccncc1)c1ccc([N+](=O)[O-])cc1Cl,12%,-18%,-6%[2.33 µM],-24%,4,-3%,6%,-4%,13%
Cc1ccc(S(=O)(=O)N2CCN=C2c2ccccc2)cc1C,-5%,-40%,15%[59 µM],-2%,3,4%,1%,-9%,60%[activator]
COc1cccc(NC(=O)CC(=O)c2ccc([N+](=O)[O-])cc2)c1,73%[activator],-10%,-5%[2.33 µM],u,1,10%,u,15%,7%
COc1ccccc1OCc1nc2ccccc2n1C,-9%,-4%,7%,0%,0,u,2%,3%,26%
Cc1nn(C)c(C(=O)NNC(=O)Nc2cccc(C(F)(F)F)c2)c1Cl,-15%,-15%,-32%,-16%,2,-9%,-2%,10%,55%[activator]
COc1ccccc1CNC(=O)C1CCC(CNS(=O)(=O)c2ccc3c(c2)CCCC(=O)N3)CC1 (stereo unspecified),-7%,-23%,-4%[59 µM],4%,6,-1%,2%,2%,15%
Cc1ccc(NC(=S)N2CCN(C(=O)C3CCCO3)CC2)c(C)c1 (stereo unspecified),0%,3%,16%,-9%,0,-22%,0%,-4%,25%
CC(C)CC(=O)NC(C)C(c1cccs1)N1CCOCC1 (stereo unspecified),0%,-6%,x,5%,-1,0%,5%,0%,23%[57 µM]
CCOc1ccc(C(=O)Nc2cc(OC)ccc2OC)cc1,-12%,21%,20%,-20%,2,10%,-1%,x,20%
COc1cc(NC(=O)C2CCN(c3cnccn3)CC2)cc(OC)c1,-28%&0%,4%&9%,-1%,-13%&-22%,-1&-5,2%&-1%,-31%&-29%,-1%&0%,8%&19%
O=C(Cc1ccc(Cl)cc1Cl)NCC1(N2CCOCC2)CCCCC1,-4%,-13%,-11%,3%,2,0%,-26%,11%,40%[activator]
COc1ccc(Nc2nc(-c3cccnc3)cs2)c(OC)c1,18%,-16%,x,u,2,u,u,14%,-11%
CC(=O)/C(N=Nc1cc2c(cc1[N+](=O)[O-])OCCO2)=C(\C)O,-35%,u,-13%,18µM*,-3,-15%,-10%,-11%,-11%
N#Cc1ccc(OCC(=O)N2CCN(S(=O)(=O)c3cccc(Cl)c3)CC2)cc1,303%[activator],-17%,-17%[12.7 µM],-1%,-1,0%,9%,3%,43%[activator]
CCOc1ccc(C(=O)C2CCN(C(=O)c3ccccc3C(=O)O)CC2)cc1,-13%,2%,8%[12.7 µM],-8%,-3,0%,6%,-9%,30%
CC1CCN(C(=O)C(=O)c2cn(CC(=O)N3CCCCCC3)c3ccccc23)CC1,0%,-16%,-8%,-18%,-3,-5%,-15%,3%,50%[activator]
Cc1ccc2cc(C(c3nnnn3C3CCCC3)N(Cc3ccco3)Cc3cccs3)c(=O)[nH]c2c1 (stereo unspecified),u,-1%,28µM*,-7%,0,2%,-6%,4%,10%
CCN(CC)S(=O)(=O)c1ccc(Cl)c(NC(C)=O)c1,-3%,17%,u,-9%,4,3%,-11%,-4%,41%[activator]
O=S1(=O)CSCS(=O)(=O)C1,u,-38%,x,3%,-11,u,x,18%,13%[57 µM]
CCC(Sc1nncn1C)C(=O)Nc1nnc(-c2ccc(Cl)cc2)s1 (stereo unspecified),u,-16%,u,-8%,-1,10%,-1%,-8%,51%[activator]
CC(=O)Nc1ccc(NC(=O)CCc2nc3ccccc3c(=O)[nH]2)cc1,u,2%,x,-7%,-2,-1%,-2%,2%,32%[activator]

# Profiles as entered above:
# `O=C(Cc1ccc(Cl)cc1Cl)NCC1(N2CCOCC2)CCCCC1` in the list: 12-LOX inh = -4%; RGS4 inh = -13%; G9a block = -11%; JMJD2A Tudor = 3%; PI4K2A inh = 2; GLS inhibitor = 0%; BAZ2B block = -26%; ERG Ets-DNA blk = 11%; HP1b chromo inh = 40%[activator]
# `Cc1ccc(S(=O)(=O)N2CCN=C2c2ccccc2)cc1C` in the list: 12-LOX inh = -5%; RGS4 inh = -40%; G9a block = 15%[59 µM]; JMJD2A Tudor = -2%; PI4K2A inh = 3; GLS inhibitor = 4%; BAZ2B block = 1%; ERG Ets-DNA blk = -9%; HP1b chromo inh = 60%[activator]
